Assay outcomes deposited in PubChem BioAssay by NCI.
sgs1 mgt1: NCI yeast anticancer drug screen, S. cerevisiae sgs1 mgt1 strain | % growth inhibition at 50 µM | hit rate 10% among 78,000 | AID 161;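 also: 0% = growth of vehicle-only cultures of the same strain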
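Compounds are added to genetically altered yeast, and growth is compared with cultures given vehicle alone to give percent inhibition.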
yeast cln2 rad14: NCI yeast anticancer drug screen, S. cerevisiae cln2 rad14 strain; AID 165; % growth inhibition at 50 µM; hit rate 8.3% among 78,000;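 also: 0% = growth of vehicle-only cultures of the same strain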
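Each compound was tested on cln2 rad14 yeast. Inhibition of growth was calculated against vehicle-exposed controls.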
yeast mec2-1: NCI yeast anticancer drug screen, S. cerevisiae mec2-1 strain; hit rate 9% among 79,000; growth inhibition, % at 50 µM;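 also: 0% = growth of vehicle-only cultures of the same strain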
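Compounds were applied to mec2-1 yeast cells. Their growth was then compared with that of vehicle-treated cultures to give growth inhibition.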
bub3: NCI yeast anticancer drug screen, S. cerevisiae bub3 mutant strain | hit rate 9.9% among 78,000 | % growth inhibition at 50 µM;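 also: 0% = growth of vehicle-only cultures of the same strain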
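Compounds were applied to a genetically altered yeast strain carrying a cell-cycle control defect. Growth inhibition was scored against vehicle-treated controls.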
mlh1 rad18: NCI yeast anticancer drug screen, S. cerevisiae mlh1 rad18 strain | % growth inhibition at 50 µM | hit rate 11% among 79,000;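 also: 0% = growth of vehicle-only cultures of the same strain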
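A repair-deficient yeast strain is exposed to test compound, and growth is scored relative to vehicle-treated controls.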
rad50: NCI yeast anticancer drug screen, S. cerevisiae rad50 strain; AID 155; % growth inhibition at 50 µM; hit rate 10% among 79,000;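 also: 0% = growth of vehicle-only cultures of the same strain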
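Vehicle-treated cultures provide the reference for the growth inhibition reported for compound-exposed, repair-deficient yeast.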
Active calls of the source: *; nt = not tested or not shown; & = joins results of further samples. Rule as the data show it: active = growth inhibition above about 70%; inactive = the rest.

Start of the data: the first 2 compounds as a preview:
SMILES	sgs1 mgt1	yeast cln2 rad14	yeast mec2-1	bub3	mlh1 rad18	rad50
Cc1ccc(S(=O)(=O)OC2C(OCc3ccccc3)OC(CO)C2O)cc1 (centres undefined)	-9	15	7	-1	-9	-6
CC(C)=NC(C(=O)O)C(C)(C)S (centres undefined)	-18	-12	-15	-62	-17	-18

All compounds of this part, from the first entry:
SMILES	sgs1 mgt1	yeast cln2 rad14	yeast mec2-1	bub3	mlh1 rad18	rad50
Cc1ccc(S(=O)(=O)OC2C(OCc3ccccc3)OC(CO)C2O)cc1 (centres undefined)	-9	15	7	-1	-9	-6
CC(C)=NC(C(=O)O)C(C)(C)S (centres undefined)	-18	-12	-15	-62	-17	-18
CCCCCCC(=O)OCc1ccc(-c2ccccc2)cc1	99*	99*	99*	99*	99*	99*
Cc1ncc(CO)c(C2NCCS2)c1O (centres undefined)	8	-28	19	0	8	-5
O=C(O)CSc1n[nH]c(-c2ccccc2O)n1	18	18	2	10	7	-1
CC(C)CCCC(C)C1CC(OC(=O)c2ccccc2)C2C3CCC4CC(OC(=O)c5ccccc5)CCC4(C)C3CCC12C (centres undefined)	8	0	6	2	5	10
O=C1NC(=S)S/C1=C\c1ccc2c(c1)OCO2	-5	-2	-21	-8	-8	-22
CN(C)c1ccc(/C=C/c2ccccc2)cc1	-9	-15	-6	-16	2	-4
COc1ccc2c(c1)C(C)(c1ccccc1)CC/C2=N\NC(N)=O (centres undefined)	9	-66	8	10	-1	4
CCO/C(C)=C(/C(C)=O)C(=O)NC1CCCCC1	0	10	16	-3	-11	-2
FC(F)(F)c1cccc2nc(-c3ccccc3)c(-c3ccccc3)nc12	2	-9	-29	25	25	-27
CCOC(=O)c1n[nH]c(C)c1C/C(=N/O)c1ccccc1	-8	-15	-24	-15	-36	-14
CN(C)CC1CCc2c(n(C)c3ccccc23)C1=O (centres undefined)	5	-52	-3	-4	11	-3
O=S1(=O)C/C(=C\N2CCOCC2)c2ccccc21	21	-49	15	-12	20	5
CC1(C)C(=O)/C=C\C(=O)C(C)(C)C(=O)/C=C\C(=O)C(C)(C)C(=O)/C=C\C(=O)C(C)(C)C(=O)/C=C\C1=O	-9	10	0	-13	13	12
CCC[CH2][Sn]([CH2]CCC)([O]C(=O)c1cccc(F)c1)[O]C(=O)c1cccc(F)c1	73*	15	33	50	53	51
COc1c(NC(=O)Nc2ccc(F)c([N+](=O)[O-])c2)cccc1[N+](=O)[O-]	10	3	22	20	28	8
Cc1c([N+](=O)[O-])cc(C(C)(C)C)c(OC(=O)CCl)c1[N+](=O)[O-]	100*	99*	100*	99*	100*	99*
O=C1CN(c2cccc(C(F)(F)F)c2)C(=O)CN1CCN1CC(=O)N(c2cccc(C(F)(F)F)c2)CC1=O	-4	-6	-6	-14	-5	-31
O=C(Nc1ccc(F)c([N+](=O)[O-])c1)Nc1ccccc1C(F)(F)F	34	-4	30	31	26	4
O=C(NC(=O)C1CCC(=O)N1Cc1ccccc1)NC1CCC(=O)N1Cc1ccccc1 (centres undefined)	-26	2	3	1	17	3
CCc1nc(N)nc(N)c1-c1ccc(N2CCCCC2)c([N+](=O)[O-])c1	13	72*	57	92*	51	31
O=C1C2(CCCC13COC1(CCCCC1)OC3)COC1(CCCCC1)OC2 (centres undefined)	-8	-9	-6	-5	3	-12
O=S(=O)(O)C(=Nc1cccc(Cc2ccccc2)c1)Nc1cccc(Cc2ccccc2)c1	-8	8	-10	-22	7	-29
COc1nc2[nH]ccc2c(=O)[nH]1	-32	3	-25	-11	-11	-24
COc1ccnc2c1C(=O)c1nc3ccccc3c3ccnc-2c13	82*	81*	80*	81*	-22	81*
N#CC(c1ccccc1)c1ccccn1 (centres undefined)	9	-9	8	6	3	6
COc1cc2c(oc(=O)c3c4occc4cc(OC)c23)c2cccc(OCc3ccccc3)c12	-12	8	15	-21	4	2
Cc1ccc(S(=O)(=O)NCCCSCCO)cc1	70*	74*	84*	74*	55	80*
CCN(c1ccccc1)S(=O)(=O)c1cc(N)ccc1C	3	-3	-11	0	5	-24

In the list so far, 6 contain a halogen:
SMILES	sgs1 mgt1	yeast cln2 rad14	yeast mec2-1	bub3	mlh1 rad18	rad50
FC(F)(F)c1cccc2nc(-c3ccccc3)c(-c3ccccc3)nc12	2	-9	-29	25	25	-27
CCC[CH2][Sn]([CH2]CCC)([O]C(=O)c1cccc(F)c1)[O]C(=O)c1cccc(F)c1	73*	15	33	50	53	51
COc1c(NC(=O)Nc2ccc(F)c([N+](=O)[O-])c2)cccc1[N+](=O)[O-]	10	3	22	20	28	8
Cc1c([N+](=O)[O-])cc(C(C)(C)C)c(OC(=O)CCl)c1[N+](=O)[O-]	100*	99*	100*	99*	100*	99*
O=C1CN(c2cccc(C(F)(F)F)c2)C(=O)CN1CCN1CC(=O)N(c2cccc(C(F)(F)F)c2)CC1=O	-4	-6	-6	-14	-5	-31
O=C(Nc1ccc(F)c([N+](=O)[O-])c1)Nc1ccccc1C(F)(F)F	34	-4	30	31	26	4

The results go on.
SMILES	sgs1 mgt1	yeast cln2 rad14	yeast mec2-1	bub3	mlh1 rad18	rad50
COCC(C)OC(=O)c1ccccc1 (centres undefined)	-10	-23	-1	-15	32	24
CN(C)c1ccc(/C=C/c2cc[n+](C)c(/C=C/c3ccc(N(C)C)cc3)c2)cc1	93*	93*	93*	92*	91*	91*
CCN(CC)CCN(CC(=O)O)CC(=O)O	16&4	-8&2	5&-14	-9&-2	8&9	4&13
O=C1NC(=O)N(c2ccc(Cl)c(Cl)c2)C1=O	42	25	36	45	28	71*
COc1ccc(/C=C2\SC(=S)N(C=C3C(=O)NC(=S)NC3=O)C2=O)cc1OC	86*	38	78*	44	68	50
c1ccc(C2(c3ccccc3)Oc3ccccc3O2)cc1	-6	-37	4	-6	7	-10
[CH3][Sn]([CH3])([N](c1ccccn1)c1ccccn1)[N](c1ccccn1)c1ccccn1	17	-17	3	-2	-21	-9
O=c1[nH]c(=S)[nH]c2c1CCC2	44	21	25	35	24	6
CCOC(=O)NN(C(=O)OCC)C(C(C)=O)c1ccccc1 (centres undefined)	-11	-9	-3	-1	17	4
O=C1c2ccccc2C(=O)N1CCBr	-6	-26	-1	10	32	-2
COC(=O)C(=O)C(C#N)c1ccc(Cl)c(Cl)c1 (centres undefined)	-5	9	1	-7	-8	-8
Cc1cc2[nH]c3c(C#N)c(O)c(C(C)C)c(=O)n3c2cc1C	12	1	8	11	11	-1
O=C(NNC(=O)c1cccc2ccccc12)c1ccc(Cl)c(Cl)c1	2	10	-35	11	8	3
CCOc1ccc2ccsc2c1	-24	-42	-4	9	-12	-22
CCN(CC)CCN(CCN(CC)CC)c1ccc2ccccc2c1	7	5	-13	16	32	19
Cc1ccc2cc(C)c(C)cc2c1	-11	16	-3	-3	13	31
O=c1c2n[nH]nc2nc2n1CC(c1ccccc1)S2 (centres undefined)	-16	-3	-77	-16	-21	-74
CCn1c(C)nc2cc(S(=O)(=O)CS(C)(=O)=O)ccc21	nt	nt	-13	nt	20	17
CNc1c[nH]c(=O)[nH]c1=O	-2	-50	-6	1	-9	-14
CC(C)(CC(=O)O)CC(=O)O	0	24	1	16	15	14
NC1C2C3C=CC(C(C(=O)O)C3C(=O)O)C12 (centres undefined)	-8	-18	2	-14	15	8
CC(C)CC(NC(=O)OC(C)(C)C)C(=O)NC(Cc1c[nH]c2ccccc12)C(=O)NN (centres undefined)	29	32	14	1	28	38
CS(=O)(=O)OCCN(CCOS(C)(=O)=O)c1ccc(C=Nc2ccc3oc(=O)ccc3c2)cc1	65	22	77*	40	89*	52
C=CCOC(=O)SC(=S)OCN(C)C	99*	99*	99*	99*	99*	99*
CCOC(=O)c1ccc2cc(C(=O)c3ccccc3)ccc2n1	-13	-11	-31	0	-16	6
NCCOP(=O)(O)OCCN	-1	20	5	9	-11	-10
CCCC(=O)OC(C)CC(C)C (centres undefined)	-12	-11	-14	2	2	6
CC(=Nc1ccncc1)C(C)=Nc1ccncc1	90*	89*	94*	90*	89*	90*
Oc1cccc2nc3cc(CN4CCOCC4)c(CN4CCOCC4)cc3nc12	-1	3	-18	-26	-4	8
O=C(CC1(O)C(=O)Nc2ccc([N+](=O)[O-])cc21)c1ccc(Br)cc1 (centres undefined)	-10	-77	-4	1	-14	-10
CC(=O)OCC1CCC(COC(C)=O)CC1 (centres undefined)	-10	-6	-31	20	-4	10
COc1cc(C(=O)NN(C)C)cc(OC)c1OC	-10	11	1	-8	-18	14
CCCCCCCCCCCCCCCC[N+]1(CC)CCSCC1	97*	97*	98*	97*	98*	97*
CCCCC(C(=O)O)C(C)CC (centres undefined)	19	22	12	36	30	35
O=S(=O)([O-])c1ccc2c(c1)-c1nc-2nc2[n-]c(nc3nc(nc4[n-]c(n1)c1ccc(S(=O)(=O)[O-])cc41)-c1cc(S(=O)(=O)[O-])ccc1-3)c1ccc(S(=O)(=O)[O-])cc21.[Cu+2].[Na+]	-24	-16	-40	-34	-94	-14
CCNC(=S)N/N=C/c1cc(OC)ccc1O	0	11	23	23	-14	-12
CCC1(C)OC(C)CC(C)(C)O1 (centres undefined)	-25	0	-23	-13	0	1
Cc1nc(N)c(N2CCN(S(=O)(=O)N(Cc3ccccc3)Cc3ccccc3)CC2)c(=O)[nH]1	3	-12	2	15	4	-11
N#Cc1ccc(OCCCCCOc2ccc(C#N)cc2I)c(I)c1	-8	-23	-2	-1	-44	-4
C/C(=N\NS(=O)(=O)c1ccc(C)cc1)P(=O)(O)O	-25	8	-13	-16	23	-7
c1ccc2c[n+](Cc3ccc4ccccc4n3)ccc2c1	4	-60	-4	-10	10	13
CCOC(=O)Nc1cc2c(c(N)n1)N=C(c1ccccc1)CO2	34	16	28	15	-22	38
N#Cc1c2c(c(=S)n(-c3ccc(Cl)cc3)c1N)CCCC2	-6	2	-3	7	-7	-4
CC(=O)OC12c3ccccc3C(c3ccccc31)C1C(=O)N(Nc3ccccc3)C(=O)C12 (centres undefined)	2	0	-4	-18	4	-38
CC(NC(=O)C1(N)CCCC1)C(=O)O (centres undefined)	-54	-32	-25	-35	-3	-4
CC1(Br)CP(=O)(c2ccccc2)CC1Br (centres undefined)	10	-24	-12	21	-6	-9
CCC(=O)Oc1ccc(C2CCCCC2)cc1	-20	-4	-39	-38	-23	-18
COc1ccc(CCNC(=S)/N=C/C2=C(O)CC(C)(C)CC2=O)cc1OC	-10	-14	-4	24	1	-20
C=CC(=O)N1C/C(=C\c2ccc([N+](=O)[O-])cc2)C(=O)/C(=C/c2ccc([N+](=O)[O-])cc2)C1	87*	88*	51	84*	82*	29
CC(=O)c1c(-c2nc(=S)[nH]c(C)c2C(C)=O)nc(=S)[nH]c1C	6	0	10	-1	17	15
Cc1ccc(C(=O)Nc2ccc(S(=O)(=O)O)c3cc(S(=O)(=O)O)cc(S(=O)(=O)O)c23)cc1NC(=O)c1cccc(N)c1	3	30	30	3	3	13
C=C(Cl)CSC(C)(C)C	-7	-20	6	-18	-8	-9
CN(C)Cc1cc(C(=O)O)cc(CN(C)C)c1O	-22	-28	-2	-22	3	-32
O=[N+]([O-])c1ccc(N/N=C/c2ccccc2Cl)c([N+](=O)[O-])c1	-1	-22	-10	10	27	15
CC(NC(=O)/C(=C\c1ccccc1)NC(=O)c1ccccc1)c1ccccc1 (centres undefined)	-8	1	-10	35	3	37
CC(N(N=O)c1cccc(Cl)c1)S(=O)(=O)O (centres undefined)	-6	23	5	6	0	7
[Cl][Pr]([Cl])[Cl]	34&-3	19&2	6&-8	23&8	42&1	19&22
O=P(O)(O)Oc1ccc(NCCO)cc1	3	17	-5	8	-14	-10
O=C1C(Nc2ccc(S(=O)(=O)Nc3cnc4ccccc4n3)cc2)=CC(=Nc2ccc(S(=O)(=O)Nc3cnc4ccccc4n3)cc2)c2ccccc21	9	25	21	24	6	26
O=C1CCC(=O)c2c1c(O)c1ccncc1c2O	99*	99*	99*	99*	99*	98*

The list goes on.
SMILES	sgs1 mgt1	yeast cln2 rad14	yeast mec2-1	bub3	mlh1 rad18	rad50
Cc1ccc(S(=O)(=O)CC2(Br)CCc3ccccc3C2=O)cc1 (centres undefined)	75*	39	62	42	55	75*
O=C(CNc1nccs1)Nn1cnc2ccc(S(=O)(=O)Nc3nccs3)cc2c1=O	38	6	21	22	22	28
CCN(C)C(=O)NC(C)=O	-18	-14	11	2	15	3
COC(=O)C12C=CC(C(=O)OC)(CC1)n1c(=O)n(-c3ccccc3)c(=O)n12	-8	25	10	15	14	2
CCN(CC)CCOC(=O)Cc1cccc2c(=O)cc(-c3ccc(Cl)cc3)oc12	-13	7	32	-18	-55	45
COC(=O)C1=Cc2cc(OC)c(OC)cc2[C@H](c2ccc(OC)c(OC)c2)C1C(=O)OC (some centres undefined)	-31	1	-12	18	1	-7
O=C1c2cccc3cc([N+](=O)[O-])cc(c23)C(=O)N1O	81*	32	91*	70*	81*	83*
